PRMT1 FP inh: PRMT1 methyltransferase inhibitors, primary screen, biochemical, fluorescence polarization. recombinant PRMT1, activity-based probe fluorescence polarization. AID 652257, 2013. inhibition, % at 2.79 µM. hit rate 1.3% among 370,000. Protein arginine N-methyltransferase 1 (Homo sapiens), Q99873;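 active = inhibition above about 21% made by adding two undisclosed values, limit read from the data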
GC-B act: human GC-B receptor activators, primary screen, HEK293 GC-B cells, cGMP TR-FRET, EC30 CNP. Atrial natriuretic peptide receptor 2 (Homo sapiens), P20594. 0% at EC30 CNP, 100% saturating CNP. activation, % at 10 µM. hit rate 0.11% among 370,000. AID 1920062, 2024;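 active = activation at 10 µM reaching about 35% in either raw or pattern-adjusted values, limit read from the data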
rCAG binder: binders of r(CAG) RNA repeats, primary screen, biochemical, fluorescence; AID 651821, 2012; hit rate 1.3% among 370,000; inhibition, % at 3 µM; r(CAG) RNA repeat, TO-PRO-1 dye displacement fluorescence;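 active = inhibition above the plate cutoff, the mean of all test compounds on that plate plus 3 SD, cut at about 35% in these data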;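 also: 0% = DMSO alone and 100% = 100 µM mitoxantrone as full dye displacement; higher means more dye released from RNA so lower well fluorescence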
SIAE inh: human SIAE inhibitors, primary screen, biochemical, fluorescence polarization, FP-Rh probe, 1536-well HTS; Sialate O-acetylesterase (Homo sapiens), Q9HAT2; SIAE FP-Rh probe binding; inhibition, % at 9.66 µM; hit rate 0.69% among 370,000; AID 1053197, 2014;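 active = inhibition above a cutoff: mean of compounds within the control limits plus 3 SD of those, cut at about 17% in these data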;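 also: 0% = plate median of compound wells and 100% = probe without SIAE protein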
Target sequence (Q9HAT2 whole entry, looked up): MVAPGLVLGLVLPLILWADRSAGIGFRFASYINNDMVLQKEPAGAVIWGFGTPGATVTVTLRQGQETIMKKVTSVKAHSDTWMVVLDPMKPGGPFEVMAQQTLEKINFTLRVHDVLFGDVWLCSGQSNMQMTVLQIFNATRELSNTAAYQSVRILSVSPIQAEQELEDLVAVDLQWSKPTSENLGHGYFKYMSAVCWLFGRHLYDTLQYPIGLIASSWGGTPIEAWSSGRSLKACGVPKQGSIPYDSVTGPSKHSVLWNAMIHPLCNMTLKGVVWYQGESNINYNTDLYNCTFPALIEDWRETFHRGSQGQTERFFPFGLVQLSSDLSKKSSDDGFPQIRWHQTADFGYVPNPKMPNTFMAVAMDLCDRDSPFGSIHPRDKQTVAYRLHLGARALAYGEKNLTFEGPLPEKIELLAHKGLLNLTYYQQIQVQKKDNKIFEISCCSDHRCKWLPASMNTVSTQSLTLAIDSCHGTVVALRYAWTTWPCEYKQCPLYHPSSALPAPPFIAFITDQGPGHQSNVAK
LEDGF integ inh: blockers of LEDGF/p75-dependent integrase strand transfer – biochemical, TR-FRET, high throughput, primary screen | hit rate 0.64% among 370,000 | HIV-1 integrase (with human LEDGF/p75) | TR-FRET IN-LEDGF/p75 DNA integration, Eu/Cy5 | inhibition, % at 3.7 µM;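 active = inhibition above the screen-wide mean plus 3 SD, cut at about 13% in these data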;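 also: signal is the Cy5 over europium emission ratio at 671 and 618 nm; 0% = plate median of compound wells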
TCR CD3 inh: inhibitors of human TCR-CD3 interaction, primary screen, biochemical, fluorescence, TAMRA-labeled TCR probe; T-cell receptor (TCR); inhibition, % at 9.4 µM; hit rate 0.37% among 360,000; in the data active = inhibition above about 19%;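 also: recombinant mutant TCR 2C K166C tagged with TAMRA read by polarization; 0% = receptor in buffer alone and 100% = receptor with positive control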
HTRA1 inh: HTRA1 serine protease inhibitors, primary screen, biochemical, fluorescence polarization, HTS | Q92743 | recombinant HTRA1, FP-rhodamine activity-based probe | inhibition, % at 5.96 µM | hit rate 0.5% among 340,000 | AID 504803, 2011; in the data active = inhibition above about 36%;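 also: 0% = enzyme with DMSO and 100% = wells lacking enzyme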
Target sequence (Q92743 whole entry, looked up): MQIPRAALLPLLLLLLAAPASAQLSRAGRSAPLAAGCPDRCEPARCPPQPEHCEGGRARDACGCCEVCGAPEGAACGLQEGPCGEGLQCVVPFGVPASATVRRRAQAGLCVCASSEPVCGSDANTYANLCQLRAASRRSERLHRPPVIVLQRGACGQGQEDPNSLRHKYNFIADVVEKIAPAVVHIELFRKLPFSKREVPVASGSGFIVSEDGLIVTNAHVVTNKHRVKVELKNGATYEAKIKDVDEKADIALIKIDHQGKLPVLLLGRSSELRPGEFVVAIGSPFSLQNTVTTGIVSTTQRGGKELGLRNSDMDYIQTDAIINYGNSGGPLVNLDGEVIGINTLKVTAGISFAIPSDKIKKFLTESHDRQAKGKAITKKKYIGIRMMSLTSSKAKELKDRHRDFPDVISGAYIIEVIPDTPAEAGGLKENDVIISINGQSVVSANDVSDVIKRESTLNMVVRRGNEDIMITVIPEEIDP
TDP2 absorb: human TDP2 enzyme inhibitors, primary screen, biochemical, epi absorbance, recombinant enzyme; Tyrosyl-DNA phosphodiesterase 2 (Homo sapiens), O95551; T5PNP hydrolysis, p-nitrophenol absorbance 415 nm; inhibition, % at 12.8 µM; hit rate 0.34% among 370,000;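 active = inhibition above the mean of all tested compounds plus 3 SD, set per campaign, cut at about 25% in these data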;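 also: 0% = DMSO with enzyme and 100% = buffer with substrate but no TDP2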
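Incubation: 2 h at 37 °C; Test system: recombinant human TDP2; Quantity: enzyme 120 nM; Read-out basis: percent inhibition; Medium: 50 mM Tris-HCl pH 7.5 with Mg2+, KCl, DTT, BSA; Repeats: single replicate; Compound: 12.8 µM single point, 1% DMSO; Signal: epi absorbance; Reagent: 5 mM T5PNP chromogenic substrate; Benchmarks: no-enzyme high, DMSO-plus-enzyme low.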
ABHD4 inh: ABHD4 inhibitors, primary screen, biochemical, fluorescence polarization, mouse; (Lyso)-N-acylphosphatidylethanolamine lipase (Mus musculus), Q8VD66; AID 720543, 2013; inhibition, % at 8.92 µM; purified mABHD4, FP-Rh probe fluorescence polarization; hit rate 0.54% among 370,000;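 active = inhibition exceeding the mean over every tested compound plus 3 SD, cut at about 30% in these data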;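 also: 0% = plate median of compound wells and 100% = S159A mutant with DMSO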
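Doses – 8.92 µM, single dose · Material – wild-type mouse ABHD4 protein · Replication – single well per compound (singlicate) · Measure – percent inhibition of probe binding, normalized to plate controls · Schedule – 45 min compound pre-incubation plus 60 min probe step, 25 °C · Detection – fluorescence polarization with parallel and perpendicular emission, 525/598 nm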
MBD2 DNA inh: inhibitors of MBD2 binding to methylated DNA, primary screen, biochemical, TR-FRET, DNA-binding domain, human; AID 686964, 2013; MBD2 binding to methylated oligonucleotide; inhibition, % at 4.4 µM; hit rate 0.31% among 370,000; Methyl-CpG-binding domain protein 2 (Homo sapiens), Q9UBB5; in the data active = inhibition above about 13%
* hit, by the source's call; . = no result given; & = joins results of further samples. Only part of the results is shown, so the mix of outcomes need not match the whole.

canonical_smiles,PRMT1 FP inh,GC-B act,rCAG binder,SIAE inh,LEDGF integ inh,TCR CD3 inh,HTRA1 inh,TDP2 absorb,ABHD4 inh,MBD2 DNA inh
CC(C(O)c1cc(=O)c(OCc2ccccc2)co1)[N+](=O)[O-] (stereo unspecified),3,4,2,8,0,-2,1,6,2,1
Cc1ccc(N2CC(C(=O)OCC(=O)c3ccc(C)c([N+](=O)[O-])c3)CC2=O)cc1 (stereo unspecified),-7,-3,9,-1,-1,0,-3,-8,0,-3
CC(C)c1nnc(NC(=O)C2CCN(C(=O)c3ccco3)CC2)s1,0,-4,-2,9,5,7,4,3,1,1
Clc1ccc(C2CC(c3cccs3)n3ncnc3N2)cc1Cl (stereo unspecified),3,-3,-2,3,-1,2,-16,-7,2,1
Cc1cc(C)cc(C(=O)Nc2nnc(SCC(=O)N3CCCc4ccccc43)s2)c1,-1,-5,4,17,0,-3,-3,1,3,-3
Cc1ccc(CNC(=O)C2CCCN(S(=O)(=O)c3ccc(-n4cnnn4)cc3)C2)cc1 (stereo unspecified),-2,3,2,-8,2,3,1,10,2,3
CC(/C=N/NC(=O)c1cc(-c2ccc3ccccc3c2)n[nH]1)=C\c1ccco1,6,-1,27,-44,2,-2,-71,-6,-42,-8
COc1ccc2[nH]c(=O)c(CN(Cc3ccco3)Cc3nnnn3Cc3ccccc3)cc2c1,17,-1,8,6,4,-8,-8,7,5,1
CCOC(=O)C1CCN(c2c(Nc3cc(C)cc(C)c3)c(=O)c2=O)CC1,3,-3,0,4,0,-3,7,4,2,-1
COc1cc(O)c(C(CCN2CCOCC2)c2ccc(N(C)C)cc2)c(OC)c1 (stereo unspecified),-1,2,-7,3,-3,3,-8,4,9,-2
O=C(CSc1nnc(-c2ccc(O)cc2)o1)NNC(=O)c1ccncc1,-1,-1,1,0,-1,4,7,10,2,4
COc1ccc(CN(C)C(=O)COC(=O)c2ccc(-c3ccccc3)cc2)c(OC)c1OC,2,1,1,-5,-3,-11,-30,-12,-20,2
O=C(CCCSc1nc2ccccc2[nH]1)NCc1ccc(Cl)cc1,2,1,-5,6,-2,6,-14,-1,7,1
CCOc1ccc(NC(=O)[C@H](Cc2ccccc2)NC(=O)C2CCNCC2)cc1,-1,-4,3,1,-1,11,2,-3,-4,-1
COc1ccc(-c2cnc(C(O)c3ccc(C(C)(C)C)cc3)[nH]2)cc1 (stereo unspecified),-4,-1,3,8,-3,-4,.,4,8,-3
CC12C=CC(=O)C=C1CCC1C3CCC(O)(C(=O)CO)C3(C)CC(O)C12F (stereo unspecified),0,2,3,2,-3,9,-3,12,-2,0
Nc1ccn([C@@H]2O[C@H](C(=O)N[C@H](Cc3ccccc3)C(=O)NCC(F)(F)F)[C@@H](O)[C@H]2O)c(=O)n1,3,-3,4,4,5,1,.,0,-1,-2
CC(=O)Nc1cccc(-c2cc(NC=O)c3ncc(-c4cccc(C(C)=O)c4)n3c2)c1,-1,3,8,-12,4,1,.,2,-10,0
COc1cc(F)ccc1-c1csc(C(NC(C)=O)c2cccc(F)c2)n1 (stereo unspecified),1,-16,1,-2,3,-1,.,-5,-6,-2
COc1ccc(N2CCN(c3ccc(C(N)=O)cc3[N+](=O)[O-])CC2)cc1,-1,4,-3,0,-4,5,6,-17,1,-2
Cc1cc(C)c(C#N)c(SCC(=O)N2CCN(Cc3ccccc3)CC2)n1,4,-1,-2,1,-1,-3,4,-2,2,7
COc1ccc(CN2CCN(C(=O)c3ccc4nc(N5CCOCC5)sc4c3)CC2)c(OC)c1OC,5,-2,-5,-1,-1,-1,5,12,2,-1
CCc1cc2c3c(c(=O)oc2cc1OC)CCCC3,2,-14,2,-4,1,-4,-12,1,12,-7
COc1ccc(CN(C)Cc2nc(Cc3ccccc3Cl)no2)cc1OC,0,3,-8,10,1,3,1,-9,5,1
CC(C)(C)N(Cc1ccccc1)C(=O)COC(=O)C1CCN(c2ccc(C(F)(F)F)cn2)CC1,-2,-3,2,-6,3,3,-15,-10,-2,-5
CN(C)c1ccc(C2(O)C(=O)c3ccccc3C2=O)cc1,3,6,-4,2,2,-6,-4,-1,0,1
COCCCNC(=O)c1c(N)n(/N=C/c2cccs2)c2nc3ccccc3nc12,0,8,3,-2,-1,1,-2,8,-2,-3
Cc1cc2ncc(C(=O)Nc3ccccc3)c(C)n2n1,-1,3,1,6,0,8,4,-2,0,-3
COCc1ccc(O)c2ncccc12,2,-1,2,-3,-9,0,9,-12,5,-7
C/C=C/C(=O)OCC(=O)Nc1c(Cl)cccc1Cl,-2,-3,-1,4,1,-3,-3,5,0,2
COc1ccc(Br)cc1/C=C/C(=O)NC(=S)Nc1ccc(CN2CCOCC2)cc1,-2,4,2,-8,1,13,-12,6,-3,3
COc1cc(/C=C2\SC(N)=NC2=O)cc(OC)c1,2,-6,5,-7,1,2,-11,12,-10,-9
COC(=O)[C@]12C[C@H](CC(=O)N3CCN(C(=O)C4CC4)CC3)C(=O)N(Cc3ccccc3)C1=C[C@H](COCc1ccccc1)O[C@@H]2C,-6,9,1,4,1,.,.,-4,2,5
Cc1cccc(NC(=O)CCc2c(C)nn(-c3ccc(N4CCOCC4)nn3)c2C)c1,-2,0,-5,4,1,2,-4,9,-2,1
O=C(COC(=O)/C(=C/c1cccs1)c1cccs1)NCc1ccccc1Cl,-4,3,6,-7,1,3,-65,-2,-26,2
COc1ccc(-n2c(N)cc(=O)nc2SCC(=O)N2CCN(c3ccccc3)CC2)cc1,4,-13,-2,2,-1,-4,2,1,-8,7
COc1ccc(C(C(=O)NC2CCCCC2)N(C(=O)c2csnn2)C2CC2)cc1 (stereo unspecified),-1,-9,-2,1,3,-3,3,3,8,5
Cc1ccc(-n2nc3c(SCCN4CCOCC4)nnc(C)c3c2C)cc1,0,-1,-12,13,0,0,2,7,5,3
CC(=O)N1c2ccc(S(=O)(=O)N3CCC(C(=O)Nc4cccc(Cl)c4)CC3)cc2CC1C (stereo unspecified),-3,-2,3,-6,1,0,-22,-19,-13,-3
Cc1cc(NC(=O)C2CCCCC2C(=O)O)no1 (stereo unspecified),-5,5,-2,1,2,0,3,5,-12,-5
CCCCn1nnnc1C1(C)CCC(=O)N1Cc1ccc(OC)c(OC)c1 (stereo unspecified),-2,0,2,3,-1,3,.,15,5,-5
Cc1ccc(C(=O)N/N=C\c2cccc(OC(=O)c3cccc(F)c3)c2)cn1,-1,-5,-2,-11,1,-2,-3,-6,6,0
O=C(CN1CCN(c2cccc(Cl)c2)CC1)Nc1nccs1,0,4,-4,5,-2,13,7,-4,-7,-1
CNC(=O)OCc1cocc1COC(=O)NC,-6,0,2,3,1,10,.,-14,-1,-2
COc1cc(CN2CCNC(=O)C2CC(=O)N(C)Cc2ncc[nH]2)cc(OC)c1 (stereo unspecified),3,3,-2,-6,-9,-2,5,-1,2,-1
O=NN(Cc1cccnc1)C(=O)NC1CCCCC1,6,2,1,-13,-1,-2,.,1,-1,-2
COc1ccc(-c2cc(C(=O)OC(C)C(=O)Nc3c(C)n(C)n(-c4ccccc4)c3=O)c3ccccc3n2)cc1 (stereo unspecified),-1,-2,2,-4,0,-1,-14,5,-5,-3
COc1ccc(-c2cc(C(F)(F)F)nc(S(C)(=O)=O)n2)cc1OC,-1,.,-1,6,1,0,-18,-3,-2,-1
COc1cc2ccccc2cc1C(=O)N1CCN(c2ccccn2)CC1,-3,1,0,4,3,6,-10,6,3,-4
Cc1ccc2c(c1)/C(=N/N1C(=O)c3ccccc3C1=O)C(=O)N2,-1,0,1,-3,8,-3,5,-18,3,-14
COc1ccc(CCn2c(=O)[nH]c3cc(C(=O)N4CCN(c5ccccn5)CC4)ccc3c2=O)cc1OC,0,1,1,0,0,-1,0,2,-3,1
CCN(CC)CCNC(=O)c1ccc(NC(=O)c2ccc(F)cc2)cc1,4,1,-3,9,1,-10,-3,-6,1,6
CC1CC(C)(C)N(C(=O)CN2C(=O)CCC2=O)c2ccccc21 (stereo unspecified),-5,-5,4,4,5,2,4,13,2,-3
COc1nc(Nc2nc3ccccc3c(=O)[nH]2)nc2ccc(C)cc12,-3,5,13,-15,5,3,3,-7,-2,-3
CCc1ccc(C(=O)/C=C/Nc2ccc(S(=O)(=O)Nc3cnc4ccccc4n3)cc2)cc1,-1&-2,0&-2,5&6,3&-1,2&-3,-5&3,-2&0,16&-5,1&4,2&2
Cc1cc(Cl)c(S(=O)(=O)Nc2ccc(Cl)cn2)cc1OCC(N)=O,3,-4,10,-2,-9,-3,2,-5,2,6

The listing continues.
canonical_smiles,PRMT1 FP inh,GC-B act,rCAG binder,SIAE inh,LEDGF integ inh,TCR CD3 inh,HTRA1 inh,TDP2 absorb,ABHD4 inh,MBD2 DNA inh
CC(C)C[C@H]1CN([C@@H](Cc2ccccc2)CN2CCC[C@H]2CN2C(=O)C(=O)NC[C@@H]2Cc2ccc(O)cc2)C(=O)C(=O)N1CC1CCCCC1,1,6,4,6,-4,-5,.,9,4,0
COc1cc(OC)cc(-c2c(-c3cccs3)c3cc(-c4ccc(SC)cc4)ccc3n2C)c1,1,3,1,4,1,2,-14,3,5,-1
O=c1[nH]c(/C=C\c2cccs2)nc(O)c1[N+](=O)[O-],2,-5,3,-1,2,-3,0,0,-3,-1
CC1CN(C(=O)c2ccccc2Sc2ccccc2C#N)CC(C)O1 (stereo unspecified),-1,-5,-4,3,-2,5,-6,0,3,-2
COCc1cccc(-c2csc(C(C)(O)c3ccccc3)n2)c1 (stereo unspecified),0,1,0,-1,2,10,.,-1,-12,-4
CCCn1c(=O)[nH]c(=O)c2c1nc(-c1ccc(OC(F)F)c(OC)c1)n2CCOC,-1,1,-2,-5,1,14,3,-4,3,-3
COc1ccc(C2N3CC4(C)CN2CC(C)(C3)C4O)cc1 (stereo unspecified),4,5,-1,-3,-3,-9,-1,-6,2,0
O=C(Oc1cccnc1)c1cc(S(=O)(=O)N2CCOCC2)ccc1Cl,2,3,-4,-6,-2,-5,3,-2,9,3
